From PubChem BioAssay
ERK EGF inh: EGF-driven ERK pathway inhibition; HEK293-V1b, EGF-stimulated phospho-ERK AlphaScreen; Potency, µM (titrated, usually from 11.5 µM), inactives show top-dose activity change, negative = inhibition, usual class: inhibitors; 0.41% of 130,000 active; AID 1454; active = well fitted inhibition curve with a large enough effect; inconclusive = small, poorly fitted or top-dose-only effect, or effect the other way;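 note: plate controls were stimulated vehicle wells for no effect and unstimulated vehicle basal for full effect; nearly all actives have a fitted effect of over 55% in size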
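Readout: AlphaScreen signal for phosphorylated ERK in lysed HEK293 cells stably expressing V1b. Stimulus 25 nM EGF, 5 min, following 30 min compound exposure. Data scaled to DMSO basal and full EGF activation.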
Starred values were filed as active, the others as inactive; ? = inconclusive; & = joins results of further samples; [ ] = another dose, or the depositor's remark. Potency is the fitted concentration of half-maximal effect.

SMILES	ERK EGF inh
CSc1ccccc1NC(=O)C1C2CCC(C2)C1C(=O)O (configuration not stated)	6%
ClCc1csc(-c2ccc(Cl)cc2)n1	5%
N#Cc1ccc(/C=N/NC(=O)CCc2ccc(S(=O)(=O)N3CCOCC3)cc2)cc1	10%
Cc1ccc(N2CC(C(=O)Nc3ccc(C)c(S(=O)(=O)N(C)C)c3)CC2=O)cc1 (configuration not stated)	42%
CCOC(=O)Cn1nc(C)c(NC(=O)COc2ccccc2[N+](=O)[O-])c1C	-7%
Cc1ccc2c(c1)N(C(C)C(=O)NCc1cccs1)C(=O)CO2 (configuration not stated)	-4%
CN(C)S(=O)(=O)c1cccc2c1C(=O)c1ccccc1C2=O	1%
CCOC(=O)C(=N/O)/C(C)=N/NC(=O)C(=O)Nc1ccc(Cl)cc1	-5%[57.5 µM]
CCOC(=O)C1(Cc2ccccc2)CCN(Cc2cnc(N3CCOCC3)s2)CC1	?
Cc1cc(C)c(C(=O)/C=C/c2ccco2)c(=O)[nH]1	5%
O=C(N/N=C/C(Br)=C/c1ccccc1)NC1CCCCC1	0%
CCn1c(O)c(N=NC(=O)Cn2ccc(C(F)(F)F)n2)c2ccccc21	1%
COC(C(=O)Nc1ccc(Br)cc1F)c1ccccc1 (configuration not stated)	-4%
Cc1cc(C(F)(F)F)n(-c2nc(C(=O)Nc3cccnc3)cs2)n1	-1%
COC(=O)[C@@H]1CCCN1Cc1nc(Cc2ccc(OC)c(OC)c2)no1	1%
Cc1cccc(C)c1NC(=O)[C@H](C)N	1%[25.7 µM]
CCN(CC)CCN1C(=O)c2ccccc2NC1c1ccccc1F (configuration not stated)	-1%
CC(=O)Nc1ccccc1NC(=O)c1cc(C)ccc1C	-7%
COc1cccc(C2C(C(=O)c3ccco3)=C(O)C(=O)N2CCN(C)C)c1OC (configuration not stated)	1%
C/C(=C\C1CCCCC1)C(NC(=O)c1cccnc1)c1ccc(-c2ccccc2)cc1 (configuration not stated)	7%
O=C(O)/C=C/C(=O)Nc1cccc2cccnc12	34%[57.5 µM]
Cc1c(C(=O)c2ccccc2)c2ccccn2c1CCC#N	6%[57.5 µM]
O=C(NC(=S)Nc1c(Cl)ccc2nsnc12)c1ccco1	-6%
O=C(NC(Cc1ccccc1)C(=O)O)/C(=C\c1ccco1)NC(=O)c1ccco1 (configuration not stated)	7%
O=C(NC1CCCc2ccccc21)c1ccc(S(=O)(=O)N2CCOCC2)cc1 (configuration not stated)	6%
COc1ccc(C(=O)CCNc2ccc(F)cc2)cc1	1%[57.5 µM]
Cn1c(SCC(=O)N/N=C/c2ccco2)nc2ccccc21	4%
Cc1cc(CNC(=O)Cc2ccc(F)cc2)c2ccccc2n1	-5%
Cc1ccc(/C=C/C(=O)Nc2cc(S(N)(=O)=O)ccc2O)cc1	-2%
COc1ccc(-c2cc(=O)n(CCC#N)[nH]2)cc1	6%
CC(/C=N/N1CCN(c2ccc(C)cc2)CC1)=C\c1ccccc1	-5%
COc1ccc([N+](=O)[O-])cc1NC(=O)Cn1ccsc1=N	1%
Cc1cc(C)c2nc(NNC(=O)c3ccc(S(=O)(=O)N4CC(C)CC(C)C4)cc3)sc2c1 (configuration not stated)	1%
COc1ccc(NC(=O)/C=C/c2ccco2)cn1	0%
COc1ccc(CCN2CN(S(=O)(=O)c3ccccc3)c3nc4ccccc4nc32)cc1	-6%
O=C(NCc1ccc(Cl)cc1Cl)C1CCN(S(=O)(=O)c2ccc3c(c2)OCCCO3)CC1	5%
CC1(C(=O)NCc2cc(F)cc(C(F)(F)F)c2)C=CC2(CCCCC2)N1C(=O)c1ccccc1 (configuration not stated)	-3%&4%
Cc1c(NC(=O)c2ccc(-c3ccccc3)cc2)cccc1C(=O)O	6%[57.5 µM]
O=C(Nc1ccc2c(c1)C(=O)OC2)c1ccc(F)cc1F	-10%[57.5 µM]
CCCc1cc(=O)n2[nH]c(C(F)(F)F)nc2n1	-4%
COc1ccc(OC)c(NC(=S)NCCN2CCOCC2)c1	2%
COC(=O)c1cccc(NC(=O)CC2NCCNC2=O)c1 (configuration not stated)	9%[57.5 µM]
Cc1ccc(-c2cc(C(=O)N3CCN(c4ncccn4)CC3)c3cc(Br)ccc3n2)o1	-4%
CCc1cccc(OCC(=O)Nc2c[nH]c(=O)[nH]c2=O)c1	-10%
CCOC(=O)Cn1c(S(=O)(=O)Cc2ccccc2)nc2ccccc21	10%
CN(C)C(=O)c1nc2ccc(Cl)cn2c1CN1CCCC(OCc2cccnc2)C1 (configuration not stated)	-10%
O=C(COC(=O)c1ccccc1Br)Nc1ccc(F)cc1	-6%
Cc1c(Br)c([N+](=O)[O-])nn1CC(=O)Nc1ccc(C(N)=O)cc1	1%
N#C/C(=C\c1ccco1)C(=O)Nn1cnnc1	-4%
Cc1ccnc(NC(=O)CCC(=O)N(CC(=O)NCc2ccccc2)Cc2ccco2)c1	7%
COCc1ccc(CN2CCc3c([nH]c4ccccc34)C2CC(C)C)o1 (configuration not stated)	-17%[57.5 µM]
COc1ccc(NC(=O)c2cc(S(=O)(=O)N3CCOCC3)cs2)cc1	-2%
CCC(C)(C(=O)NC1CCCCC1)N(Cc1cccs1)C(=O)c1ccc(=O)[nH]c1 (configuration not stated)	0%
Cc1ccsc1C(=O)C1CCCN(Cc2cn(C)nc2-c2ccccc2)C1 (configuration not stated)	-5%
CC1CCN(C(=O)c2ccc(CNc3c(N4CCCC4)c(=O)c3=O)cc2)CC1	-18%[57.5 µM]
CCOC(=O)N1CCN(C(=O)CS(=O)(=O)Cc2nc(-c3ccccc3C)oc2C)CC1	3%
Cc1cc(C)n2cc(CSCc3ccccc3)nc2n1	4%
O=C(NCc1ccco1)c1cc(=O)c2ccccc2o1	-3%
O=C(Cn1ccc([N+](=O)[O-])n1)NCc1cccnc1	-1%
O=C(N/N=C/c1cc(Br)cc(Br)c1O)c1cccc(N2CCCC2=O)c1	2%

(further entries)
SMILES	ERK EGF inh
CCOP(=O)(OCC)c1nc(-c2ccc(C)cc2)oc1NCc1ccccc1	3%
O=C(NNc1nc2ccc(F)cc2s1)c1cccc(F)c1	-1%
CCC(=O)NCCNc1nc2cc(C)cc(C)c2cc1C#N	12%
O=C(Nc1nnc(-c2ccc(Cl)cc2)o1)C1=COCCO1	1%
Clc1cccc(CN2COc3c(cc(Cl)c4cccnc34)C2)c1	0%
O=C1NNC(c2ccccc2)=N/C1=C\c1ccccc1	-1%[57.5 µM]
Cc1ccc(-n2nnnc2SCC#N)cc1	1%
COc1ccccc1NC(=O)CCC(=O)OCc1cccc([N+](=O)[O-])c1	-8%
O=C(NNS(=O)(=O)c1ccccc1C(F)(F)F)c1cc2ncc(C(F)(F)F)cc2s1	-2%[57.5 µM]
CC#C[C@@]1(O)CC[C@H]2[C@@H]3CCC4=CC(=O)CCC4=C3[C@H](c3ccc(N(C)C)cc3)C[C@]21C	8%[25.7 µM]
COc1ccc(OCCC(=O)OCC(=O)Nc2ccc(S(=O)(=O)N3CCOCC3)cc2)cc1	-5%
CC(=O)c1cccc(NC(=O)N2CCCC2C(=O)NCc2ccc3c(c2)OCO3)c1 (configuration not stated)	-7%
CCCC/C(C)=N/NC(=O)CN(c1ccc(Br)cc1)S(=O)(=O)c1ccccc1	-3%
O=C(N/N=C/c1ccccc1O)c1cc(=O)[nH]c2ccccc12	9%
O=C(c1cccc(N2C(=O)C3C4C=CC(C4)C3C2=O)c1)N1CCCc2ccccc21 (configuration not stated)	8%
COC(=O)c1sccc1NC(=S)Nc1ccccc1	4%
O=C(/C=C/c1cccc([N+](=O)[O-])c1)Nc1ccccn1	-3%
CCN(CC)c1ccc(C(=O)N/N=C/c2ccccc2OC(F)F)cc1	10%
O=C(Cc1ccccc1)NNC(=O)c1ccccc1C(=O)O	-5%[57.5 µM]
Cc1ccc(CN2CCN(/N=C/c3cc(Br)cc(Br)c3O)CC2)cc1	0%
CCOC(=O)CC(=O)NC1(Cc2ccc(O)cc2)CCCCC1	5%
O=C(N=C1c2ccccc2CN1c1cccc(Cl)c1)c1cccnc1	2%
COc1cc(OC)c(S(=O)(=O)Nc2ccccc2N2CCCCC2)cc1NC(C)=O	5%[57.5 µM]
COc1ccc(C2(C(=O)Nc3ccc(OC)cc3OC)CCCC2)cc1	?
CCCCNC(=O)CC1NCCNC1=O (configuration not stated)	-8%
O=C(NCc1nc2ccccc2[nH]1)C1=C[C@H](C2CC2)C[C@H](OCc2ccc(CO)cc2)O1	0%[57.5 µM]
C=C(C(=O)c1ccccc1)C(C(=C)C(=O)c1ccccc1)c1ccc(OC)cc1	4%[57.5 µM]
CCOC(=O)C1=C(O)C(=O)N(c2ccc(S(N)(=O)=O)cc2)C1c1ccc(Br)cc1 (configuration not stated)	15%[57.5 µM]
Cc1nc2c(=O)n(-c3ccc(F)cc3F)nc(C)c2s1	-2%[57.5 µM]
Cc1cccc(C(=O)Oc2ccccc2/C=N/NC(=O)c2ccc(NC(=O)C(C)(C)C)cc2)c1	3%
COc1ccccc1-c1noc(CCCC(=O)N2CCOCC2)n1	-4%[57.5 µM]
Cc1ccc2nc(N3CCN(Cc4nnnn4C4CCCC4)CC3)c(C#N)cc2c1	4%
CCOC(=O)C(=CNc1ccc2c(c1)nnn2-c1ccc(Cl)cc1)C(=O)OCC	-2%
Cc1cc(C(=O)Nc2ccc3nc(C)sc3c2)c2ccccc2n1	-9%[57.5 µM]
Cc1cc(C(=O)COC(=O)CCc2nc3ccccc3c(=O)[nH]2)c(C)n1CC1CCCO1 (configuration not stated)	-11%[57.5 µM]
NNC(=O)CN1C(=O)Nc2ccc(Br)cc2C1c1ccccc1 (configuration not stated)	8%
Cc1ccc(-c2n[nH]c(=S)c3ccccc23)cc1	?
CCCc1nc(NCCO)c(C#N)c2c1CCCC2	-10%[57.5 µM]
CCC1C(c2ccccc2)N(C)C(c2ccccc2)CC1(O)c1ccccc1 (configuration not stated)	-11%
O=C(NC1CCCc2ccccc21)c1ccc(CNc2c(N3CCOCC3)c(=O)c2=O)cc1 (configuration not stated)	9%
COC(=O)c1ccc(OCCOCCOc2cccc3ccc(C)nc23)cc1	-3%
N/C(=N\OC(=O)c1cccnc1)c1ccccc1Cl	-1%
Cc1cc(C)c2[nH]c(=O)c(CN(Cc3ccco3)C(=S)NCC3CCCO3)cc2c1 (configuration not stated)	0%
S=C(c1ccc(-c2ccccc2Cl)o1)N1CCCCC1	?
CC1CC2(CCCCC2)Nc2c1ccc1ccccc21 (configuration not stated)	-8%
CCOC(=O)c1cnc2nc(N3CCOCC3)nn2c1N	-2%
CCCc1cnc(N2CCN(S(=O)(=O)c3cccs3)CC2)nc1	-1%[57.5 µM]
CCc1ccc(C(=O)NCc2ccc(Cl)cc2)cc1	-4%
CCn1c(/C=C2\C(=O)N(C(C)C)c3ccccc32)nc2ccccc2c1=O	-2%[57.5 µM]
CNc1nc2ccccc2n1N	1%
CCNC(=S)NNC(=O)c1c(Cl)c(C)nn1C	3%
COc1cc(/C=N/NC(=O)c2csc3c2CCCC3)cc(OC)c1O	-1%
CC(C)=CCN1CCN(Cc2cccn2-c2ccccn2)CC1CCO (configuration not stated)	-14%
O=C(c1cccs1)N(c1ccc(Cl)cc1)C1C=CS(=O)(=O)C1 (configuration not stated)	-8%
CC(=O)[C@@H]1[C@@H](C(=O)c2ccc(F)cc2)[C@]2(C(=O)Nc3ccccc32)[C@H]2C=Cc3cc(F)ccc3N12	-5%[57.5 µM]
CCOC(=O)c1sc2nc3c(cc2c1N)COC(C)(C)C3	4%
COc1ccc(CC(=O)Oc2cc(C)[nH]c(=O)c2[N+](=O)[O-])cc1	-7%
CC1(OC(=O)CCc2ccccc2)C(=O)C=C2C=C(c3ccc(C#N)cc3)N(CCc3c[nH]c4ccccc34)C=C2C1=O (configuration not stated)	8%[57.5 µM]

Reformatted: 22 of the compounds above.
| structure | ERK EGF inh |
| --- | --- |
| Cc1cc(C(=O)Nc2ccc3nc(C)sc3c2)c2ccccc2n1 | -9%[57.5 µM] |
| Cc1cc(C(=O)COC(=O)CCc2nc3ccccc3c(=O)[nH]2)c(C)n1CC1CCCO1 (configuration not stated) | -11%[57.5 µM] |
| NNC(=O)CN1C(=O)Nc2ccc(Br)cc2C1c1ccccc1 (configuration not stated) | 8% |
| Cc1ccc(-c2n[nH]c(=S)c3ccccc23)cc1 | ? |
| CCCc1nc(NCCO)c(C#N)c2c1CCCC2 | -10%[57.5 µM] |
| CCC1C(c2ccccc2)N(C)C(c2ccccc2)CC1(O)c1ccccc1 (configuration not stated) | -11% |
| O=C(NC1CCCc2ccccc21)c1ccc(CNc2c(N3CCOCC3)c(=O)c2=O)cc1 (configuration not stated) | 9% |
| COC(=O)c1ccc(OCCOCCOc2cccc3ccc(C)nc23)cc1 | -3% |
| N/C(=N\OC(=O)c1cccnc1)c1ccccc1Cl | -1% |
| Cc1cc(C)c2[nH]c(=O)c(CN(Cc3ccco3)C(=S)NCC3CCCO3)cc2c1 (configuration not stated) | 0% |
| S=C(c1ccc(-c2ccccc2Cl)o1)N1CCCCC1 | ? |
| CC1CC2(CCCCC2)Nc2c1ccc1ccccc21 (configuration not stated) | -8% |
| CCOC(=O)c1cnc2nc(N3CCOCC3)nn2c1N | -2% |
| CCCc1cnc(N2CCN(S(=O)(=O)c3cccs3)CC2)nc1 | -1%[57.5 µM] |
| CCc1ccc(C(=O)NCc2ccc(Cl)cc2)cc1 | -4% |
| CCn1c(/C=C2\C(=O)N(C(C)C)c3ccccc32)nc2ccccc2c1=O | -2%[57.5 µM] |
| CNc1nc2ccccc2n1N | 1% |
| CCNC(=S)NNC(=O)c1c(Cl)c(C)nn1C | 3% |
| COc1cc(/C=N/NC(=O)c2csc3c2CCCC3)cc(OC)c1O | -1% |
| CC(C)=CCN1CCN(Cc2cccn2-c2ccccn2)CC1CCO (configuration not stated) | -14% |
| O=C(c1cccs1)N(c1ccc(Cl)cc1)C1C=CS(=O)(=O)C1 (configuration not stated) | -8% |
| CC(=O)[C@@H]1[C@@H](C(=O)c2ccc(F)cc2)[C@]2(C(=O)Nc3ccccc32)[C@H]2C=Cc3cc(F)ccc3N12 | -5%[57.5 µM] |

The list is partial (hit frequency here may not be typical).
